Screens from PubChem.
ROCK2 inh – blocks human Rho kinase 2 activity; O75116; purified ROCK2, Kinase-Glo ATP depletion luminescence; actives 0.35% (n = 60,000); inhibition, % at 6 µM;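 active = inhibition above the screen-wide mean inhibition plus 3 SD, cut at about 18% in these data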;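 also: plate controls were DMSO wells for no effect and Y-27632 control wells after no-enzyme background subtraction for full effect; many of its hits are not listed in these tables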
Cdc25B inh – inhibitors of human Cdc25B phosphatase; inhibition, %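 (compounds tested at 10 µM final in the well)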; AID 368; recombinant Cdc25B, OMFP fluorescence Ex485/Em525; P30305; actives 0.1% (n = 65,000); in the data active = inhibition above about 50%
Target sequence (P30305 whole entry, looked up): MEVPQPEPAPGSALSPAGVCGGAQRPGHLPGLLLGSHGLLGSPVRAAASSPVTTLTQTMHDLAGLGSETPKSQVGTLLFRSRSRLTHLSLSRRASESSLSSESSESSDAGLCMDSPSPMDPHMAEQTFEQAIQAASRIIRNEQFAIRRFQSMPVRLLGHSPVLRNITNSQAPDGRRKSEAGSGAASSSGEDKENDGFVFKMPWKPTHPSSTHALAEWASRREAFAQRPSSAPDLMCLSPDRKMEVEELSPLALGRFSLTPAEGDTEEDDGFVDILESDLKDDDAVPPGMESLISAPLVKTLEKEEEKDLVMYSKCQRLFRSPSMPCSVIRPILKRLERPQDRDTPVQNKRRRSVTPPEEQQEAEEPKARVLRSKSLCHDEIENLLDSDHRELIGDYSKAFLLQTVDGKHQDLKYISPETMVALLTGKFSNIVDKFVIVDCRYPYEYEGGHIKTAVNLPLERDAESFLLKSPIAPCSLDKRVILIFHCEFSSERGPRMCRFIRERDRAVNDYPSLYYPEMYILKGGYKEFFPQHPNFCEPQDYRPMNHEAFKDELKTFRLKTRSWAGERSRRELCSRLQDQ
TNAP act mid DEA – activates human TNAP at intermediate phosphate acceptor concentration; P05186; purified TNAP, CDP-star luminescence, 100 mM DEA, 30 min; hits give high values; scale: 0 levamisole-inhibited, 1 vehicle-only enzyme; activation factor at 20 µM; 64,000 tested, under 10 active; AID 813;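 active = activation factor of at least 2 at 20 µM, relative to controls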
Jurkat viability – cytotoxic compounds reducing Jurkat cell viability | Jurkat E6.1 viability, ATP luminescence, 48 h | inhibition, % at 4 µM | actives 1.2% (n = 56,000) | AID 463;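 active = inhibition above the mean inhibition of all tested compounds plus 3 SD, cut at about 28% in these data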
MKP-1 inh – blocks human MKP-1 phosphatase activity | actives 0.15% (n = 65,000) | AID 374 | recombinant MKP-1, OMFP hydrolysis fluorescence | inhibition, %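 (compounds tested at a single concentration somewhere between 10 and 100 µM)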;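 active = inhibition above about 50%, limit read from the data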;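 also: 0% = DMSO max control wells and 100% = wells with enzyme stopped by NaOH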
Target sequence (P28562 whole entry, looked up): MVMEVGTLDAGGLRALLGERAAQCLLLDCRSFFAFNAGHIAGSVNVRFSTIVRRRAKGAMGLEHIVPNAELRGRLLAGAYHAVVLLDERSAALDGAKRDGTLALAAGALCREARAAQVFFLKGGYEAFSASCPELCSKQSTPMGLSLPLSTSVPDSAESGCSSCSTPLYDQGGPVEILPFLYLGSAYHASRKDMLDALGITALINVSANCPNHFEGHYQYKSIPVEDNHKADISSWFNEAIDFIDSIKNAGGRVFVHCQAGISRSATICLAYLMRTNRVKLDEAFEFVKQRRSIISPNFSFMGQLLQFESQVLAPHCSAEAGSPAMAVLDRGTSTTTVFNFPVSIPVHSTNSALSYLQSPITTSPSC
HEK293 NFkB inh – lowers PMA/ionomycin-induced NF-kB signal in HEK293 cells; AID 465; HEK-293 NF-kB luciferase reporter, luminescence; inhibition, % at 3 µM; actives 0.21% (n = 62,000);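 active = inhibition above the mean of all tested compounds plus 3 SD, cut at about 40% in these data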;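 also: 0% = stimulated DMSO wells and 100% = 10 µM reference inhibitor 5653914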
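System – HEK-293 cells with stable firefly luciferase reporter driven by four HIV NF-kB elements · Doses – one dose, 3 µM · Schedule – 1 h compound pre-incubation, 16 h PMA/ionomycin at 37 °C · Technique – luminescence from luciferase substrate reagent · Measure – percent inhibition normalized per plate to DMSO and reference-inhibitor controls · Replicates – tested once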
JNK3 blocker – blocks human JNK3 kinase activity; P53779; purified JNK3 kinase activity, HTS; inhibition, % at 8 µM; actives 0.61% (n = 60,000); AID 746; in the data active = inhibition above about 17%;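 also: 0% = DMSO and 100% = reference inhibitor; many of its hits are not listed in these tables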
PKA kinase inh – inhibitors of human protein kinase A. P17612. PKA Kemptide phosphorylation, Kinase-Glo ATP luminescence. inhibition, % at 6 µM. actives 0.1% (n = 65,000). AID 524;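 active = inhibition above the screen-wide mean inhibition plus 3 SD, cut at about 21% in these data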; also: many of its hits are not listed in these tables
MMP13 inh – inhibitors of human MMP13. P45452. MMP-13 fTHP FRET cleavage, Mca fluorescence. inhibition, % at 4 µM. actives 0.07% (n = 65,000). AID 570;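 active = inhibition above the mean of compound-free control plate wells plus 3 SD, cut at about 14% in these data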;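 also: 0% = DMSO wells and 100% = wells with reference MMP-13 inhibitor after basal subtraction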
* = called active by the depositor; . = not tested or not shown; [ ] = remark or other dose.

No.	structure	ROCK2 inh	Cdc25B inh	TNAP act mid DEA	Jurkat viability	MKP-1 inh	HEK293 NFkB inh	JNK3 blocker	PKA kinase inh	MMP13 inh
1	O=C(Nc1c(C(=O)Nc2ccc3c(c2)OCCO3)cnn1-c1ccccc1Cl)c1ccco1	8	-8	1	-6	10	6	0	11	5
2	O=C(COc1ccccc1)Nc1ncc2c(n1)CCCC2=O	-1	0	1	-1	-4	12	2	-2	0
3	O=C(CN1CCN(S(=O)(=O)c2ccc(F)cc2)CC1)Nc1ccc2c(c1)OCO2	1	-7	1.1	3	0	6	-9	-8	5
4	CCOC(=O)c1cc(-c2ccccc2)n(CC(=O)O)c1C	3	1	0.9	-6	-3	6	4	8	-1
5	Cc1noc(NS(=O)(=O)c2ccc(NC(=O)CCn3c(=O)oc4ccccc43)cc2)c1C	-3	-2	0.9	15	12	18	0	-7	-2
6	Cn1c(=O)c2cc(NCc3ccccc3)nnc2n(C)c1=O	.	-1	1	.	6	8	.	8	3
7	CCOc1ccc(Cc2nnc(SCC(=O)c3ccc(OC)cc3)o2)cc1	.	-13	0.9	.	6	8	.	8	7
8	Cn1c(SCC(=O)Nc2ccccc2F)nnc1-c1cccnc1	-1	-11	1	-3	9	-8	3	5	0
9	O=c1c2[nH]c3ccc(Cl)cc3c2ncn1CCN1CCCCC1	3	7	0.9	-11	-9	-4	0	6	-2
10	Fc1ccccc1N1CCN(c2nc3ccccc3n3nnnc23)CC1	1	0	0.9	-1	5	17	-2	1	0
11	COc1ccc(Cc2nc(-c3ccc(Br)o3)no2)cc1OC	6	-7	0.9	-2	-1	-11	2	8	0
12	CC1CN(C(c2ccco2)c2sc3ncnn3c2O)CC(C)O1 (configuration not stated)	0	-12	1	-5	12	6	4	4	0
13	CC(Oc1ccccc1)C(=O)NCc1cccnc1 (configuration not stated)	-2	-11	0.9	1	7	33	3	0	-2
14	COC(=O)c1cc2oc(C)cc2n1CC(=O)N(C)c1ccccc1	2	-11	0.9	-1	-16	18	2	4	-1
15	N#Cc1nc(COc2ccc(F)cc2)oc1N1CCCC1	.	1	0.9	.	18	14	.	-2	3
16	Cc1ccc(N(C(=O)CCC(=O)Nc2cc(C)on2)C(C(=O)NC2CCCC2)c2ccncc2)cc1 (configuration not stated)	4	-7	1	-4	1	4	-1	-1	0
17	N#Cc1cc2c(nc1SCc1cccnc1)CCCC2	5	-14	1	-4	5	8	0	15	2
18	NC(=O)CSc1nnc(Cc2csc(Nc3ccccc3)n2)n1Cc1ccccc1	2	-10	0.9	-8	28	5	0	0	0
19	COCCN1CSC(=S)N(Cc2ccco2)C1	.	-7	0.9	.	31	23	.	9	1
20	CCn1c(=O)cc(SCC(=O)NCCN2CCN(Cc3ccccc3)CC2)c2ccccc21	3	-8	0.9	10	26	5	-2	5	4
21	CC12CCC(C(=O)Nc3ccccc3N3CCOCC3)(CC1=O)C2(C)C (configuration not stated)	2	1	0.9	-1	12	6	2	7	5
22	O=C(O)c1cc(NCc2cccs2)ccc1N1CCOCC1	0	2	0.9	6	9	20	0	4	-10
23	CCC1Sc2ccccc2N(CC(=O)NCCC(C)C)C1=O (configuration not stated)	3	-1	0.9	0	5	17	-5	8	-3
24	COc1cc(C(=O)NCc2ccco2)c(Br)c(OC)c1OC	4	-6	1	-6	-4	14	-3	8	-3
25	COc1ccccc1NC(=O)CSc1nnc(C2CCCCC2)n1C	5	-5	1	-3	2	-8	-1	7	4
26	CCCC(C(=O)NC1CCCCC1)N(Cc1ccco1)C(=O)CNS(=O)(=O)c1ccccc1 (configuration not stated)	-1	-11	0.9	5	14	22	2	-3	3
27	COc1cc2c(cc1NC(=O)COC(=O)C1CC(=O)N(Cc3ccco3)C1)oc1ccccc12 (configuration not stated)	4	-10	0.9	-9	25	2	-5	9	4
28	Cc1ccc2cc(CN(C(=O)c3ccco3)c3ccccc3C)c(=O)[nH]c2c1	-16	5	0.9	.	0	.	-2	-1	-6
29	CC(=O)Nc1ccc2c(c1)nc(CCN1CCN(C)CC1)n2C	0	5	0.9	3	35	16	1	-8	-6
30	CCOC(=O)c1sc(NC(=S)n2cc(C)cn2)c(C(=O)OCC)c1C	3	-7	0.8	2	12	-2	6	2	1

Values in list order from the entries so far:
Entries 20 to 30 in TNAP act mid DEA: 0.9, 0.9, 0.9, 0.9, 1, 1, 0.9, 0.9, 0.9, 0.9, 0.8
Entries 20 to 30 in Jurkat viability: 10, -1, 6, 0, -6, -3, 5, -9, ., 3, 2
Entries 20 to 30 in JNK3 blocker: -2, 2, 0, -5, -3, -1, 2, -5, -2, 1, 6

Remaining list, next part:
No.	structure	ROCK2 inh	Cdc25B inh	TNAP act mid DEA	Jurkat viability	MKP-1 inh	HEK293 NFkB inh	JNK3 blocker	PKA kinase inh	MMP13 inh
31	O=C1CCC(C(=O)Nc2cccc(C(F)(F)F)c2)N1 (configuration not stated)	8	-11	0.9	-10	2	9	5	12	2
32	c1ccc(CNc2nc3ccccc3n2CCN2CCOCC2)nc1	5	6	0.9	-3	30	13	-2	9	1
33	NC(=O)c1nn(-c2ccccc2)nc1N	5	-14	0.9	-6	6	10	2	4	-400[fluorescence artefact?]
34	CCOC(=O)N1CCC(c2nc3ccccc3[nH]2)CC1	2	14	1	-2	-4	5	-7	2	-1
35	N/C(Cn1nnc(-c2ccccc2)n1)=N\O	4	4	0.9	1	-11	4	6	14	4
36	O=C(NCCSCc1ccco1)Nc1cccc(Cl)c1	1	-22	0.9	9	0	-4	-3	4	4
37	C=C(C)COc1ccc(-c2[nH]ncc2-c2ccc(OC)c(OC)c2)c(O)c1	7	-2	1.3	65*	-8	58*	8	8	-8
38	COc1cccc(/C(O)=C2/C(=O)C(=O)N(c3cc(C)on3)C2c2cccs2)c1 (configuration not stated)	-1	-1	1	4	-13	7	-1	1	-2
39	COC(=O)[C@H](C)NC(=O)Nc1ccccc1C(F)(F)F	4	4	0.9	-4	-9	-7	10	5	-4
40	O=C(CN1CCOCC1)Nc1ccccc1NC(=O)C1CCN(c2ncccn2)CC1	5	-8	0.9	-8	1	-9	6	8	-8
41	CCOC(=O)c1c(C)c(C(=O)NCCCOC)c(C)n1C	0	-3	0.9	-3	8	15	3	2	2
42	COc1ccccc1NC(=O)N1CCCC1C(=O)Nc1ccc(NC(C)=O)cc1 (configuration not stated)	2	-13	0.9	-4	2	9	-2	6	1
43	Cc1noc(C)c1S(=O)(=O)N(CC(=O)NCc1ccc2c(c1)OCO2)c1ccc(C(C)C)cc1	-1	-6	0.9	1	8	-1	0	10	6
44	COc1ccc(N(CC(=O)Nc2ccc(F)c(Cl)c2)S(=O)(=O)c2c(C)noc2C)cc1	2	6	0.9	-2	1	1	-1	1	2
45	CCN=C(NCC)SC1CC(=O)N(c2cccc(OCC)c2)C1=O (configuration not stated)	3	1	0.9	0	1	12	9	-4	2
46	CC(C)NS(=O)(=O)c1ccc(OCC(=O)Nc2ccccc2F)cc1	1	3	1	5	-4	-2	5	1	2
47	CC1CCN(c2ncccc2C(=O)O)CC1	7	-11	0.9	-2	-22	4	-1	0	0
48	Cc1ccc(N2CC(C(=O)OCC(=O)C(C)(C)C)CC2=O)cc1C (configuration not stated)	-2	14	0.9	-16	26	15	-1	-6	1
49	c1nc(COc2nsnc2N2CCOCC2)cs1	5	3	0.9	-4	6	-1	-1	8	2
50	Cc1nc2ccccc2c(=O)n1NS(C)(=O)=O	8	-1	0.9	-3	-1	1	3	6	2
51	O=C(COc1ccc(Cl)cc1)Nc1ncccn1	-1	-7	0.8	-3	3	8	-13	3	8
52	O=C(CN1C(=O)NC2(CCCCC2)C1=O)NCCC1=CCCCC1	1	-1	0.9	4	5	17	1	0	0
53	CCCCc1c(C(=O)O)cc(OC)cc1C(=O)O	4	-12	0.9	-5	-2	12	5	1	-8
54	Cc1cc(C(F)(F)F)nn1CCCNC(=O)c1cnccn1	0	0	0.9	-3	-2	5	6	1	2
55	CCOC(=O)Cc1c(C)nc(-c2ccccc2)[nH]c1=O	4	-6	1	-2	-45	9	0	2	0
56	O=C(NC1CC2CCCC(C1)N2Cc1cccs1)N1CCOCC1 (configuration not stated)	-6	-14	0.9	4	-19	13	-3	2	-2
57	O=C(Nc1cccc2cccnc12)c1cccc(N2C(=O)CCC2=O)c1	7	3	1.1	2	5	6	4	12	3
58	CCOC(=O)CNC(=O)Nc1cccc(Cl)c1C	4	1	0.9	1	-4	20	-9	-2	-3
59	O=S(=O)(c1cc(F)cc(F)c1)N1CCN(c2ncccn2)CC1	.	2	0.9	.	2	11	.	7	6
60	O=C(CN1C2CCC1CC(NC(=O)Nc1ccccc1)C2)NCc1ccco1 (configuration not stated)	.	-4	1	.	13	-11	.	9	3
61	c1ccc(CC2CCN(C(c3cccs3)c3nnnn3C3CCCC3)CC2)cc1 (configuration not stated)	-4	-8	0.9	10	-8	6	-2	-3	-1
62	CCOC(=O)c1sc(N)c(C(=O)OCC)c1COC(=O)C1CC(=O)N(Cc2ccco2)C1 (configuration not stated)	.	-12	0.9	.	14	24	.	4	2
63	Cc1cc(C)c2nc(N3CCCC(C(=O)NCCN4CCOCC4)C3)sc2c1 (configuration not stated)	-1	-10	0.9	5	30	-10	-6	-1	0
64	O=C(CCN1C(=O)c2ccccc2C1=O)NCc1ccncc1	1	-6	0.9	-6	2	12	2	3	-6
65	Cc1ccc(C(=O)Nc2c(C)n(C)n(-c3ccccc3)c2=O)cc1S(=O)(=O)N1CCOCC1	.	-1	1	.	-1	0	.	6	-2
66	COCCn1nnnc1CN1CCC(O)(c2cccc(C(F)(F)F)c2)CC1	0	-7	1	7	27	13	-7	3	4
67	O=C(Nc1ccc2nc[nH]c2c1)c1ccco1	2	-13	0.8	-3	6	8	-2	6	2
